Compound activity deposited in PubChem by several laboratories.
EBV LMP1 NFkB: EBV LMP1-driven NF-kappaB luciferase reporter inhibitors, primary screen, cell-based, luminescence, single point; inhibition, % at 12.5 µM; 350,000 compounds, 0.69% hits; AID 504558, 2011; LMP1-induced NF-kappaB luciferase reporter cells; in the data active = inhibition above about 41%;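 note: 0% = neutral control wells and 100% = reference inhibitor control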
NCOA3 inh: SRC3 coactivator transcriptional activity inhibitors, primary screen, cell-based, luminescence; 360,000 compounds, 0.17% hits; inhibition, % at 3.6 µM; HEK293 GAL4-SRC3 luciferase reporter; AID 588352, 2011;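 active = inhibition above a per-campaign cutoff, the mean of all compounds plus 3 SD, cut at about 60% in these data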;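 note: 0% = DMSO-treated cells and 100% = gossypol-treated cells at 36 µM; higher means less SRC3-driven luciferase light from the GAL4 reporter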
TWEAK Fn14 block: inhibitors of TWEAK-Fn14 signaling, primary screen, luciferase reporter cells, uHTS. 360,000 compounds, 2% hits. AID 1159606, 2016. TWEAK-stimulated Fn14 reporter cells, luciferase luminescence, 8 h. inhibition, % at 10 µM; in the data active = inhibition above about 50%
LRH-1 inv ag: LRH-1 (NR5A2) inverse agonists, primary screen, cell-based, luminescence, HEK293T, StAR-luciferase reporter | Nuclear receptor subfamily 5 group A member 2 (Homo sapiens), O00482 | LRH-1 transfected, 24 h | inhibition, % at 3.6 µM | 360,000 compounds, 0.13% hits;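 active = inhibition above the mean inhibition of all tested compounds plus 3 SD, cut at about 73% in these data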;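 note: 0% = DMSO wells and 100% = reporter-only cells lacking LRH-1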
TROY NFkB inh: inhibitors of TROY-driven NF-kB signaling, primary screen, Q293 LMP1-TROYcd cells, NF-kB luciferase, uHTS | Q293 LMP1-TROYcd NF-kB luciferase reporter, 4 h | inhibition, % at 10 µM | 360,000 compounds, 0.98% hits | AID 1347056, 2019;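 active = compounds whose plate-normalised and pattern-corrected inhibition of the luciferase reporter signal at the single screening dose is 50% or more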
COUP-TFII inh: NR2F2 transcriptional activity inhibitors, primary screen, cell-based, luciferase reporter, HEK293T, luminescence; HEK293T NGFI-A luciferase reporter; 370,000 compounds, 0.7% hits; COUP transcription factor 2 (Homo sapiens), P24468; inhibition, % at 8.6 µM;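 active = inhibition above a per-plate cutoff, mean inhibition of test wells between control levels plus 3 SD, cut at about 38% in these data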;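 note: cells cotransfected with COUP-TFII expression vector driving the NGFI-A reporter; 0% = median of COUP-TF2 test wells and 100% = reporter-only cells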
NCOA1 inh: SRC1 coactivator transcriptional activity inhibitors, primary screen, cell-based, luminescence | 360,000 compounds, 0.12% hits | HEK293 GAL4-SRC1 luciferase reporter | inhibition, % at 3.6 µM;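 active = inhibition above the campaign mean plus 3 SD, with each screening campaign given its own cutoff, cut at about 60% in these data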;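 note: 0% = DMSO treated cells and 100% = gossypol at 36 µM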
Target sequence (Q15788 whole entry, looked up, the tested form may be a part): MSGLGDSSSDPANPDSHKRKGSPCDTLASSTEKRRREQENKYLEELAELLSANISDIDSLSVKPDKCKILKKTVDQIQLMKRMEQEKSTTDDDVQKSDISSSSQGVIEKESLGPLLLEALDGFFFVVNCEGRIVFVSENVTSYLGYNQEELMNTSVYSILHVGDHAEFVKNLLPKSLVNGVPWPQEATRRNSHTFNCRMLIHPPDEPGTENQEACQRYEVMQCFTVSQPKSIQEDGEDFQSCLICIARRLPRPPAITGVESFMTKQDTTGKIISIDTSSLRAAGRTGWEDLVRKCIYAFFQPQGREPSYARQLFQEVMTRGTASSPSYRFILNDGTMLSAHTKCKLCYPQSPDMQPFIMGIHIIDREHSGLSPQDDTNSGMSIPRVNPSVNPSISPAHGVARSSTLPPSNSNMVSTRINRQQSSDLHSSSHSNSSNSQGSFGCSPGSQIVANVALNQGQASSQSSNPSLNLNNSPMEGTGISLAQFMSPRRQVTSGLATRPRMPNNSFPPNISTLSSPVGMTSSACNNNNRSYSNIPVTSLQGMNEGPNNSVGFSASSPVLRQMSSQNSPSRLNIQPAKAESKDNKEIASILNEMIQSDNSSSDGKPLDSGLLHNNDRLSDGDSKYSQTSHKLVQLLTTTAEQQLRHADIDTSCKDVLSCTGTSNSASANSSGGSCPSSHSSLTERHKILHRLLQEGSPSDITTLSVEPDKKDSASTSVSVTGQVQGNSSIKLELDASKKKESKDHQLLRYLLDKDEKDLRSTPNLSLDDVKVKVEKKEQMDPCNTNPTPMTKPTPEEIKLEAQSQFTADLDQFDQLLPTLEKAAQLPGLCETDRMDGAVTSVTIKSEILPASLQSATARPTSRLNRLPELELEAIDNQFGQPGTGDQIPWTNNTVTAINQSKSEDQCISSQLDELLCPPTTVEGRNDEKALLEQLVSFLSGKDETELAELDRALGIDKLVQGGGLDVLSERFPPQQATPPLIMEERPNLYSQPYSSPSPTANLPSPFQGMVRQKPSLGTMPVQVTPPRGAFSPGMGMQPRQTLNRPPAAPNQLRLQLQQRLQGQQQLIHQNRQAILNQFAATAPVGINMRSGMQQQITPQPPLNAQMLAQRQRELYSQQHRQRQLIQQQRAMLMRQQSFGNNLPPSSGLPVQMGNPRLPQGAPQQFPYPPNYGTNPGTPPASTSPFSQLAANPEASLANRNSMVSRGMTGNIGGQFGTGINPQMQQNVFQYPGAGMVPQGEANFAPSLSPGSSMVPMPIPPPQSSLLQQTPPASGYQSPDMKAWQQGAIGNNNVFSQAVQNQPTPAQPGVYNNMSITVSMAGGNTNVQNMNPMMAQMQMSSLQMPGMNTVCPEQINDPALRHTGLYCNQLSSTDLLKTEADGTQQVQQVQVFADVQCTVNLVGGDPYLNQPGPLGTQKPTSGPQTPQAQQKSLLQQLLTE
KKLEB cytotox: cytotoxicity in KKLEB CF airway cells, primary screen, cytotoxicity control for CF NF-kB inhibitor project, cell-based, uHTS, fluorescence assay plates; KKLEB CF airway cells viability, ATPlite luminescence, overnight; stronger effect = lower value; cells stimulated with P. aeruginosa culture filtrate; activity change (cytotoxicity), % at 5 µM; 360,000 compounds, 0.36% hits; AID 602141, 2011;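 active = corrected activity change at or below -50% at 5 µM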
Shn3 3UTR inh: reduction of Shn3 3'UTR firefly luciferase signal, primary screen, Schnurri-3 inhibitor project, cell-based, Clone20 osteoblasts, set 2; inhibition, % at 12.5 µM; Clone20 osteoblast Shn3 3'UTR firefly luciferase, 24 h; AID 588674, 2011; 360,000 compounds, 0.52% hits;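 active = mean inhibition of at least 75% with every replicate also reaching 75%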;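 note: 0% = median of neutral control wells and 100% = pilot-screen positive control compound; some compounds past the cut are filed as inactive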
CF NFkB inh: inhibitors of PAF-induced NF-kB signaling, primary screen, cell-based, GFP fluorescence, uHTS. KKLEB NF-kB-GFP reporter, GFP fluorescence overnight. inhibition, % at 5 µM. 360,000 compounds, 0.86% hits. AID 588850, 2011;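 active = at least 50% inhibition at 5 µM, scaled per plate between neutral and stimulator controls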;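 note: PAF is a Pseudomonas aeruginosa culture filtrate used as stimulus; plate controls were PAF-stimulated DMSO wells for no effect and unstimulated DMSO wells for full effect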
C8 TRAIL sens: viability loss with TRAIL in NB7+C8 cells, primary screen, TRAIL sensitizer project, cell-based, ATPlite luminescence; inhibition (viability loss, TRAIL sensitization), % at 10 µM; 360,000 compounds, 1% hits; AID 624354, 2012;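 active = compounds causing at least 50% loss of cell viability in the single-dose screen, relative to plate controls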
* = called active by the depositor. Not all compounds are listed; the hit share may differ from the screen's.

Sample of the layout:
entry	molecule	EBV LMP1 NFkB	NCOA3 inh	TWEAK Fn14 block	LRH-1 inv ag	TROY NFkB inh	COUP-TFII inh	NCOA1 inh	KKLEB cytotox	Shn3 3UTR inh	CF NFkB inh	C8 TRAIL sens
1	Cc1nonc1NC(=O)CSc1ccccn1	-3	-16	2	4	-3	4	1	4	-7	1	2
2	Cn1nc(CC(=O)NCc2ccc(F)cc2)c2ccccc2c1=O	7	7	12	-3	14	7	11	-1	66	27	20

Main list, repeating the preview:
entry	molecule	EBV LMP1 NFkB	NCOA3 inh	TWEAK Fn14 block	LRH-1 inv ag	TROY NFkB inh	COUP-TFII inh	NCOA1 inh	KKLEB cytotox	Shn3 3UTR inh	CF NFkB inh	C8 TRAIL sens
1	Cc1nonc1NC(=O)CSc1ccccn1	-3	-16	2	4	-3	4	1	4	-7	1	2
2	Cn1nc(CC(=O)NCc2ccc(F)cc2)c2ccccc2c1=O	7	7	12	-3	14	7	11	-1	66	27	20
3	Cc1ccc2[nH]c(=O)c(COC(=O)c3cccs3)cc2c1	-3	-15	1	-3	-18	10	6	3	2	16	1
4	N#CC1=C2Nc3ccccc3N2C(=O)NC1(c1ccccc1)C(F)(F)F (stereo not given)	-6	-10	8	-5	-13	-8	-9	8	11	-14	-6
5	C/C(Cn1cnc([N+](=O)[O-])n1)=N\NC(=O)c1cccc(F)c1	-9	-53	-2	-100	-25	-32	-109	-3	-26	0	-10
6	Cc1ccc(C(=O)NCc2ccco2)cc1S(=O)(=O)Nc1cccc(Cl)c1	2	10	9	-8	7	-2	7	20	-22	9	0
7	O=C(Nc1ccc(C(=O)c2ccccc2)cc1)c1ccccc1	-15	-111	-16	-99	-5	-41	-115	6	-64	14	13
8	c1csc(-c2nc(NCCCN3CCOCC3)c3ccccc3n2)c1	2	14	11	-11	-12	0	17	-6	3	5	3
9	CC1CCCCC1NC(=O)CCc1nc2sc3c(c2c(=O)[nH]1)CCCC3 (stereo not given)	4	-15	-2	-6	-7	20	-9	-1	20	8	6
10	Cc1ccc(NC(=O)COc2coc(CN3CCc4ccccc43)cc2=O)cc1Cl	0	-5	-21	-13	-5	1	-5	-2	60	-19	18
11	Cc1cc(=O)[nH]c(SCC(=O)OCc2ccccc2)c1C#N	11	-1	-33	-11	-9	14	-8	9	-15	1	2
12	N#C/C(=C/c1ccc(N2CCCCC2)o1)C(=O)Nc1ccc(Cl)cc1	-10	-110	-21	-81	-45	-47	-78	-20	11	-74	23
13	Cc1[nH]n(-c2cccc(Cl)c2)c(=O)c1C=NCc1ccco1	-53	-102	-14	-111	-17	-26	-94	7	-58	-9	8
14	CCC1(O)CCCC2C3CCC4CC(=O)CCC4(C)C3C(=O)CC21C (stereo not given)	-3	-1	-5	14	2	9	0	7	-1	-12	-6
15	O=C(c1ccccc1NS(=O)(=O)c1cccc(C(F)(F)F)c1)N1CCc2ccccc21	5	5	-5	4	-7	1	-1	-2	18	4	-4
16	Cc1cc(C)n(-c2ccc(C(=O)Nc3cccc(S(=O)(=O)N4CCCC4)c3)cc2)n1	6	-1	18	12	16	36	12	4	36	-3	18
17	CCCn1cnc2cc(NCc3ccccc3O)ccc21	2	-16	11	-21	-5	-19	-94	-4	-41	6	-16
18	COc1ccccc1-c1nnc2sc(-c3ccc(N(C)C)cc3)nn12	0	30	23	46	24	-80	12	-3	28	53*	-18
19	O=C(NC(Cc1ccccc1)C(=O)NCc1ccccn1)c1ccco1 (stereo not given)	-2	10	-8	9	6	6	1	9	-1	-4	-2
20	COCc1cc(=O)n2[nH]cc(-c3ccsc3)c2n1	9	-16	6	13	10	-3	-23	9	-23	-6	-12
21	Cc1ccc(NC(=O)c2cc([N+](=O)[O-])ccc2Cl)c(O)c1	2	-7	3	33	-43	0	-16	-2	-7	-45	-2
22	Cc1ccc(CNC(=O)CCS(=O)(=O)c2ccc(Br)s2)cc1	-3	-2	-11	14	-9	-3	-24	-2	-30	13	-11
23	Cc1noc(C)c1S(=O)(=O)N(CC(=O)NCc1ccc(F)cc1)c1ccc(C(C)C)cc1	-13	-11	2	5	11	-14	-8	-19	-4	33	8
24	O=C(CSc1nc(C2CC2)nc2ccccc12)Nc1ccc2c(c1)OCCO2	4	19	32	-15	20	9	-3	-27	0	43	17
25	CC(C)(C)c1ccc(NC(=O)COC(=O)CCc2nc3ccccc3c(=O)[nH]2)cc1	-12	2	12	-3	-20	9	-13	4	-21	-9	-13
26	COC(=O)C1CN(C(=O)C(C)Oc2ccc(F)cc2)c2ccccc2O1 (stereo not given)	-13	-6	-2	-14	0	-13	-4	0	7	-11	1
27	CC(C)c1ccc(N(C(=O)c2snc(C(N)=O)c2N)C(C(=O)NC2CCCC2)c2ccncc2)cc1 (stereo not given)	-3	5	14	3	15	-8	13	-10	3	2	-12
28	CCC(=O)Nc1sc(C(=O)Nc2ccccc2)c(C)c1C(=O)OC	-19	-73	-35	-119	-60	-62	-89	-3	-57	-3	36
29	CC(C)C[C@H](NC(=O)C1CCC(CNC(=O)[C@@H]2CCCN2C(=O)OC(C)(C)C)CC1)C(=O)O (stereo not given in full)	6	9	0	9	9	-31	16	6	0	-12	-3
30	COc1ccc(NC(=O)COc2ccccc2)c(OC)c1	-11	-24	-18	-51	-53	-21	-30	3	-101	-8	-3
31	Cn1c(=O)c2c(ncn2CC(=O)N/N=C/c2ccc(Br)s2)n(C)c1=O	-2	16	13	-13	11	-4	4	-4	-11	-1	2
32	COc1ccc(-c2cc(-c3ccc(Br)cc3)nc3ncnn23)cc1OC	17	15	3	16	-15	29	6	2	44	-26	3
33	CC(C)C(NCC(=O)Nc1ccccc1C(=O)NC1CC1)c1ccccc1 (stereo not given)	6	-12	-13	5	5	-7	-1	6	64	10	-14
34	O=C(O)C(Cc1ccccc1)N1C(=O)/C(=C/c2cccs2)SC1=S (stereo not given)	-2	-6	10	11	-44	6	-12	0	-6	-11	23
35	COc1ccc(OCC(=O)N/N=C/c2ccc(O[C@@H]3O[C@H](CO)[C@@H](O)[C@H](O)[C@H]3O)cc2)cc1	1	51	-7	65	-3	-4	-2	2	-21	14	23
36	Cc1ccc(Cl)cc1N1CCN(C(=O)CN(C2CCCCC2)S(C)(=O)=O)CC1	3	-9	27	12	21	40*	-4	-3	64	3	18
37	CCOCCOC(=O)C1=C(C)NC(=O)NC1c1cc2c(cc1Br)OCO2 (stereo not given)	10	-4	19	-1	8	-36	3	-6	-5	-16	10
38	CCOC(=O)c1cc(-c2ccncc2)nc2c1c(C)nn2C	-1	12	-7	11	-1	-6	-10	-8	38	0	-10
39	COC(=O)c1ccc(N=NN2CCOCC2)cc1	-28	-76	-7	-116	-76	-36	-81	0	-86	-2	21
40	CC(=O)c1c(C(C)=O)c(C)n(NC(=O)c2ccccc2O)c1C	0	-4	-8	-5	9	6	-14	-22	19	3	-4
41	Cc1nc(SCCC(=O)O)c2cc(-c3ccccc3)sc2n1	37	16	49	-9	39	14	14	-7	-3	13	63*
42	CCCc1nc2c(s1)CCc1onc(-c3ccc(OC)cc3)c1-2	-9	2	-3	13	0	-8	5	-7	-2	-22	-3
43	COc1ccc(OC)c(/C=N/NC(=O)CNC(=O)c2cccc3ccccc23)c1	-1	-8	1	4	3	16	-48	-16	6	26	-5
44	COC(=O)C1=C(C)Nc2ncnn2C1c1ccc(OC(=O)c2ccccc2)cc1 (stereo not given)	-2	-11	-10	-11	13	15	12	-18	-12	10	40
45	O=C(CSc1nnc(-c2ccco2)o1)NC1CCCCCC1	-4	12	-6	3	12	2	-23	9	16	0	-9
46	Cc1cccc(NC(=O)Cc2coc3ccc4ccccc4c23)n1	-10	-19	-8	1	20	11	-20	3	-3	-20	16
47	Cc1ccc(S(=O)(=O)N/N=C/c2ccc3nccnc3c2)cc1	-3	1	8	-10	-1	3	-7	8	-4	-2	-1
48	O=C(CN1C(=O)C(=O)N(C2CCCC2)C1=O)Nc1ccc(N2CCOCC2)cc1	-2	13	-4	10	-5	5	13	2	2	2	18
49	CCCOc1ccc(C(=O)Nn2c(C)nc3ccccc3c2=O)cc1	-7	8	-4	-20	-5	2	1	7	25	-11	-10
50	CN(CC(=O)Nc1ccc(S(=O)(=O)N2CCCC2)cc1)Cc1ccc(Cl)cc1	-6	-7	-1	23	-2	4	-18	-3	17	-19	4
51	COc1ccc(CCNC(=O)c2csc3c2CCCC3)cc1	-7	-7	-18	-14	-8	-1	-48	-4	-13	2	2
52	C/C(=N/NS(=O)(=O)c1ccc(C)cc1)c1ccc(NC(=O)C(F)(F)F)cc1	-7	-1	0	-24	-3	-5	2	5	-12	-2	11
53	COc1cc(/C=N/n2c(=S)[nH]nc(C)c2=O)cc([N+](=O)[O-])c1O	3	4	2	-3	-7	3	-7	-5	-11	9	-5
54	COc1ccc(-c2nn(-c3ccccc3)cc2C(=O)Nc2ccc(C(=O)O)cc2)cc1OC	-12	-24	1	-32	-4	9	-2	-9	-11	-4	13
